PAX8 inh HTS = inhibitors of PAX8-driven TPO luciferase reporter, primary screen, RMG-I cells, single concentration. actives 1.2% (n = 360,000). inhibition, % at 12.6 µM. AID 652154, 2013. SteadyGlo, 24 h;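 active = mean replicate inhibition at least 60% with every replicate also reaching 60%; inconclusive = only one of the two criteria is met; inactive = mean below 60% and not all replicates reaching 60%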;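 also: luciferase light reporting Pax8 driven TPO promoter activity; plate controls were median of neutral control wells for no effect and mitoxantrone controls for full effect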
EWS-Fli block = EWS/Fli-driven NR0B1 reporter inhibitors, primary screen, A673 cells, NR0B1 luciferase, luminescence, MLPCN library; actives 0.67% (n = 350,000); viability-normalised; AID 651661, 2012; inhibition, % at 12.6 µM;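 active = mean inhibition of at least 50% after viability correction, with every replicate also passing that limit; inconclusive = mean reaches 50% but only one of two replicates passes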;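 also: firefly luciferase signal divided by Alamar Blue viability fluorescence both relative to DMSO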
F508del corr = F508del CFTR correction, initial screen, CFBE line, single point; CFBE cells, YFP halide quenching; stimulated with forskolin plus potentiator P3; % fluorescence drop versus neutral controls; activity (quench increase), % at 7.58 µM; actives 0.36% (n = 350,000); AID 720511, 2013;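 active = mean added fluorescence quench of at least 8% versus neutral control, with both replicates also reaching 8%; inconclusive = only one of the mean or replicate conditions met; inactive = mean below 8% and not both replicates reaching 8%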;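 also: cells transiently co-express mutant CFTR-F508del with the halide-sensitive YFP; corrector assay measuring rescue of mutant channel to the surface after 24 h compound exposure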
DENV2 CPE = inhibitors of DENV2 cytopathic effect, primary screen, cell-based, plate reader, single concentration; DENV2-infected cells, cytopathic effect rescue; CPE inhibition, % at 9.99 µM; actives 1.7% (n = 350,000); in the data active = CPE inhibition above about 20%, passing the limit was not always enough; inconclusive = no clear call, values can overlap the other calls; tested in BHK-21 cells;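 also: 0% = median of neutral control wells and 100% = median of positive control wells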
miR122 inh = miR-122 Renilla sensor signal increase in Huh7, primary screen, miR-122 inhibitor project, cell-based, single point, plate reader; actives 0.3% (n = 340,000); activation (reporter increase), % at 12.5 µM; Huh7 miR-122 Renilla luciferase sensor, 48 h; neutral wells = 0, positive control = 100;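 active = mean replicate activation score at least 90 and every replicate individually at or above 90; inconclusive = only one of the two criteria met; inactive = neither criterion met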;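 also: higher luciferase means less miR-122 activity so hits act as miR-122 inhibitors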
FN deposit inh = inhibitors of fibronectin matrix deposition, primary screen, AH1F cells, Alexa488-fibronectin fluorescence, plate reader | AH1F fibroblasts, overnight | inhibition, % at 12.6 µM | actives 0.086% (n = 350,000);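 active = mean inhibition across replicates of 30% or more, regardless of how many single replicates reach that level; inconclusive = mean under 30% yet at least half of replicates reach 30%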;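 also: positive control wells lacked labelled fibronectin entirely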
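Material: AH1F fibroblasts assembling fluorescent fibronectin matrix; amount: 10000 AH1F cells/well; medium: DMEM, 2% serum; reagent: Alexa488-fibronectin, 24 nM final in well; dosing: single compound dose, delivered by pin transfer; incubation: 1 h adhesion, overnight exposure; detection: fluorescence after three HBSS washes, excitation 485 nm, emission 525 nm; measure: fibronectin deposition inhibition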
INS-1E GSIS act = GLuc luminescence reporter in INS-1E cells, primary screen for activators of glucose-dependent secretion of insulin | INS-1E GLuc reporter insulin secretion, 2-3 h | activation, % at 16.6 µM | actives 0.61% (n = 370,000) | AID 743287, 2014;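 active = lowest replicate activation of at least 40%, so every replicate reaches that level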;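 also: 0% = median of neutral control wells and 100% = median of IBMX positive control wells; some compounds called inactive have numbers as strong as hits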
The depositor's hits bear a star; ? = inconclusive; · = no result given; & = joins results of further samples; [ ] = another dose, or the depositor's remark. The order is random. About 3.9% of those tested had a hit in this group.

SMILES | PAX8 inh HTS | EWS-Fli block | F508del corr | DENV2 CPE | miR122 inh | FN deposit inh | INS-1E GSIS act
O=C(C[C@H]1C=C[C@H](NC(=O)Nc2ccccc2F)[C@@H](CO)O1)NCc1ccccc1 | · | -2 | 2.1 | 2 | · | · | 5
CC(C)(C)c1ccc(C(=O)N2CCCN(c3ccc([N+](=O)[O-])cn3)CC2)cc1 | 31 | 20 | -2.3 | -6 | -16 | -10 | -51
COc1ccc(NC(=O)Nc2ccc3c(c2)C(=O)N([C@H](C)CO)C[C@@H](C)[C@H](CN(C)C(=O)Cc2ccccc2)OCCCC[C@@H](C)O3)cc1 | 5 | 9 | 0.1 | 30* | -9[16.7 µM] | · | -15
CCC(=O)Nc1ccc2c(c1)OC[C@@H](C)N(Cc1cccnc1)C[C@H](C)[C@H](OC)CN(C)C2=O | -5 | -7 | 1.2 | -9 | · | -3 | 0
COCC(=O)Nc1ccc(N2CCOCC2)c(S(=O)(=O)Nc2ccc(OC)cc2)c1 | 28 | 1 | 1.9 | -2 | 76 | 3 | 2
COC(=O)c1ccc2c(=O)n(CCCCCC(=O)NC3CCCCC3)c(=O)[nH]c2c1 | -5 | 4 | 1.3 | 9 | · | -8 | ·
COC(=O)c1cn(CC(=O)N2CCN(c3ccccc3)CC2)nn1 | -10 | 4 | 4.0 | -3 | · | · | ·
Nc1nc(-c2c[nH]c3ccccc23)cs1 | 3 | · | · | · | 8 | -3 | ·
COc1ccc(-n2c(CCc3ccccc3)nnc2SCC(=O)c2ccc(Cl)cc2)cc1 | 12 | · | · | · | 7 | · | -44
C[C@H](NC(N)=O)C(=O)Nc1ccc(OCc2ccccc2)cc1 | -118 | -96 | -0.9 | 3 | · | 2 | -2
N#Cc1cccc(C=C(C(=O)c2ccccc2)c2ccccc2)c1 | -11 | 15 | -2.8 | -3 | · | 7 | ·
Cc1nc2c(Br)c(C)nn2c2c1CCC2 | -15 | 5 | 1.7 | · | · | -4 | 11
COc1ccc(Oc2nc3c(c(=O)n(C)c(=O)n3C)n2C)cc1 | -7 | 7 | 0.9 | -3 | 1 | -2 | 18
COc1ccc(OC)c(Cc2nnc(CCC(=O)NC3C4CC5CC(C4)CC3C5)o2)c1 (configuration not stated) | 1 | 9 | -3.7 | 2 | · | 1 | -7
CO[C@@H]1CN(C)C(=O)c2ccc(NC(=O)C3CCC3)cc2OC[C@H](C)N(CC2CCCCC2)C[C@H]1C | 34&20 | 5&-11 | -0.1&1.0 | 0&-7 | · | -8&-1 | -23&-29
C[C@@H]1CCCCO[C@@H](CN(C)Cc2ccncc2)[C@H](C)CN([C@@H](C)CO)C(=O)c2cc(NC(=O)CCCCCC(=O)Nc3ccccc3N)ccc2O1 | 5 | 3 | -3.7 | 10 | · | · | 17
COc1ccc(-c2cnc3c(c2)C(=O)N([C@H](C)CO)C[C@H](C)[C@H](CN(C)C(=O)Nc2ccccc2)O3)cc1 | · | 0 | -0.9 | -6 | -1[16.7 µM] | 0 | -14
O=C(CN1C(=O)NC2(CCCC2)C1=O)NCc1ccccc1 | -15 | -10 | -1.6 | 2 | -7 | 1 | 11
CC1=C(O)C(=O)C(C2=C(O)C(=O)C(C)=C(O)C2=O)=C(O)C1=O | · | -11 | -2.7 | 2 | 5 | · | 11
N#Cc1ccc(OCC(=O)NNC(=S)NC(=O)C2CC2)cc1 | · | -12 | -0.8 | -2 | · | -1 | -7
O=C(COc1ccccc1Br)Nc1ccccc1C(F)(F)F | -36 | -6 | -2.2 | 12 | -13 | -11 | -5
O=C(Nc1cccnc1)c1cc(-c2ccc(Br)cc2)on1 | 9 | -135 | -0.1 | 4 | -3 | 5 | 22
O=c1c2c(-c3ccccc3)ccnc2[nH]n1-c1ccccc1 | -39 | -58 | 2.7 | 14 | -4 | 2 | 5
COc1cc2[nH]c(=S)nc(NCc3ccc(C)cc3)c2cc1OC | 28 | 22 | -2.5 | 7 | -4 | 1 | -20
Cc1cccc([N+](=O)[O-])c1C(=O)O | · | -2 | 2.8 | -10 | 2 | · | -2
CN(C)S(=O)(=O)c1cccc(C(=O)Nc2ccc(S(=O)(=O)N3CCCC3)cc2)c1 | 2 | 11 | -0.5 | -2 | · | 23 | -10
C[C@H](CO)N1C[C@H](C)[C@@H](CN(C)C(=O)Nc2ccc(C(F)(F)F)cc2)Oc2ccc(NC(=O)Nc3cccc4ccccc34)cc2C1=O | · | 4 | 1.6 | -6 | -6[16.7 µM] | · | 4
C[C@@H]1CN([C@H](C)CO)C(=O)c2cc(NC(=O)Nc3ccccc3)ccc2O[C@@H](C)CCCCO[C@H]1CN(C)Cc1ccc(Cl)c(Cl)c1 | 104* | 9 | 4.6 | -11 | 0[16.7 µM] | -21 | -4
C[C@H](CO)N1C[C@H](C)[C@@H](CN(C)C(=O)Nc2ccc(F)cc2)Oc2cc(C#CC3(O)CCCC3)ccc2S1(=O)=O | · | 10 | -2.1 | -5 | 30[16.7 µM] | · | -14
O=S(=O)(Cc1ccccc1)N1CCCCN2[C@H](CO)[C@@H](c3ccc(-c4ccc(F)cc4)cc3)[C@@H]2C1 | -9 | 6 | -2.8 | -4 | 5[16.7 µM] | · | -9
CCN(CC)S(=O)(=O)c1ccc(C(=O)N2CCN(c3ncccn3)CC2)cc1 | -1 | -1 | -0.8 | 0 | · | 1 | -5
CC(=C/c1ccccc1)/C=N/NC(=O)c1ccccn1 | -48 | 17 | 0.7 | -1 | 2 | 2 | -2
COc1cc2cnc(-c3ccccc3)cc2cc1OC | -32 | -46 | -1.0 | 8 | 2 | 5 | 24
CCNC(=O)C1(C)CCCN(C(=O)c2cc3ccccc3s2)C1 (configuration not stated) | 1 | -4 | -0.3 | -7 | -5 | · | -16
C[C@H](CO)N1C[C@H](C)[C@@H](CN(C)S(=O)(=O)c2ccc(F)cc2)Oc2ccc(NC(=O)CCCCCC(=O)Nc3ccccc3N)cc2CC1=O | 27 | 21 | -1.2 | 6 | -2[16.7 µM] | · | -11
CN(C)S(=O)(=O)c1ccc(N=Cc2c(C(F)(F)F)[nH]n(C)c2=O)cc1 | 10 | 7 | 0.9 | 12 | -4 | -1 | 8
COc1ccccc1C#Cc1ccc([C@H]2[C@@H](CO)N3CCCCN(C(=O)C4CC4)C[C@H]23)cc1 | 16 | 2 | -1.2 | -3 | -28[16.7 µM] | · | ·
O=C(Nc1nncs1)C1CCCC1 | -3 | 13 | 0.3 | 0 | · | 7 | 12
CO[C@@H]1CN(C)C(=O)c2ccc(NS(=O)(=O)c3cn(C)cn3)cc2OC[C@H](C)N(C)C[C@H]1C | -8 | 0 | 2.3 | -2 | 9[16.7 µM] | -5 | 26
CC1(C)NC(C)(C)/C(=C\c2cccs2)C(=O)C1=O | -1 | 2 | -1.1 | 11 | · | -17 | 2
Cc1ccc(NC(=O)c2[nH]cnc2C(=O)NN)cc1 | -8 | -3 | -0.2 | 7 | -2 | -14 | 6
CC(C)NC(=O)N(C)C[C@@H]1Oc2c(NC(=O)c3nc4ccccc4s3)cccc2C(=O)N([C@@H](C)CO)C[C@H]1C | · | -9 | 6.0 | 6 | 0[16.7 µM] | · | 1
O=C(NCC1CCCO1)C1CC(=O)N(c2cccc(Cl)c2)C1 (configuration not stated) | -22 | -4 | 0.6 | 3 | 5 | -7 | -1
COCC1CCCCN1C(=O)c1ccc(OC2CCN(Cc3ccccn3)CC2)cc1 (configuration not stated) | -5 | 1 | -4.3 | 4 | · | 2 | 9
O=C(Nc1nnc(C2=COCCO2)o1)c1ccc(S(=O)(=O)N2CCCCC2)cc1 | -7 | 8 | 1.4 | 2 | · | 4 | 1
Cc1ccn2c(=O)nc(SCC(=O)N3CCCc4ccccc43)nc2c1 | 9 | 3 | -5.2 | 14 | · | · | 11
CCN(CC)S(=O)(=O)c1ccc(C(=O)Nc2ccc(C(F)(F)F)n(C)c2=O)cc1 | -9 | -6 | -1.8 | ? | -5 | 5 | -4
CC(C)(C)OC(=O)NN1CC(=O)N2[C@@H](Cc3c([nH]c4ccccc34)C2(C)C)C1=O | -5 | 10 | 1.1 | -3 | -9 | -8 | -17
Cc1ccc(C(=O)N/C(=C/c2ccc(N(C)C)cc2)C(=O)NCC2CCCO2)cc1 (configuration not stated) | 9 | 7 | 1.2 | 6 | 10 | -2 | 19
CCOC(=O)/C(C)=C1\NC(C)(C)Cc2ccccc21 | -12 | -1 | -0.9 | -2 | 3 | 4 | 13
COC(=O)[C@@H]1C[C@@]2(O)[C@@H](O)[C@@H](O)[C@@H](O)C[C@H]2N1Cc1ccc(C(F)(F)F)cc1 | 0 | -7 | -3.3 | 2 | 3 | 4 | ·
C[C@@H]1CN([C@H](C)CO)C(=O)c2cc(C#Cc3ccncc3)cnc2O[C@H]1CN(C)CC1CCCC1 | -11 | -11 | -0.8 | -2 | -6[16.7 µM] | 3 | 6
CCC12CN3CC(CC)(CN(C1)C31C(=O)N(C)c3ccc(C)cc31)C2=O (configuration not stated) | -6 | · | · | · | -3 | -9 | ·
CC(C)NC(=O)Nc1cccc2c1O[C@H](CN(C)Cc1ccccc1)[C@@H](C)CN([C@@H](C)CO)C2=O | -8 | -5 | -0.9 | 0 | 16[16.7 µM] | 2 | -5
COc1cccc(C(c2sc3ncnn3c2O)N2CC(C)OC(C)C2)c1 (configuration not stated) | 6 | -6 | -1.2 | 0 | · | 4 | 5
COc1ccccc1C1=NNC(=NCc2ccccc2)SC1 | -24 | -17 | -0.2 | -4 | · | · | -9
COc1ccc(Cc2c(-c3ccc(Cl)cc3)nc3c(C)cc(Br)cn23)c(C)c1 | 25 | 1 | 1.6 | -14 | -2 | -7 | -19
Cc1ccc(NC(=O)CC2S/C(=N/N=C/C=C/c3ccccc3)NC2=O)cc1Cl (configuration not stated) | 34 | -4 | -1.3 | 0 | · | -8 | 2
O=C(COC(=O)c1ccc([N+](=O)[O-])o1)Nc1ccc2c(c1)OC(F)(F)O2 | -13 | -2 | -2.0 | 7 | -3 | 2 | -10
CCN(Cc1ccccc1)S(=O)(=O)c1ccc2oc(C(=O)O)c(C)c2c1 | · | · | · | · | -7 | -2 | 8

In the list so far, these contain a cyano group.
SMILES | PAX8 inh HTS | EWS-Fli block | F508del corr | DENV2 CPE | miR122 inh | FN deposit inh | INS-1E GSIS act
N#Cc1cccc(C=C(C(=O)c2ccccc2)c2ccccc2)c1 | -11 | 15 | -2.8 | -3 | · | 7 | ·
N#Cc1ccc(OCC(=O)NNC(=S)NC(=O)C2CC2)cc1 | · | -12 | -0.8 | -2 | · | -1 | -7

The list continues:
SMILES | PAX8 inh HTS | EWS-Fli block | F508del corr | DENV2 CPE | miR122 inh | FN deposit inh | INS-1E GSIS act
CNC[C@@H]1Oc2cc(C#Cc3ccccc3OC)ccc2S(=O)(=O)N([C@@H](C)CO)C[C@H]1C | · | 26 | -5.4 | -4 | -6[16.7 µM] | 12 | 7
COc1ccc2oc(-c3cccc(NC(=O)CSc4ccc(Cl)cc4)c3)nc2c1 | -9 | · | · | · | -24 | 0 | -19
COc1ccc(NC(=O)N(C)C[C@H]2Oc3c(NC(=O)C4CC4)cccc3C(=O)N([C@@H](C)CO)C[C@H]2C)cc1 | · | 2 | -2.3 | 3 | -5[16.7 µM] | -5 | 6
O=C(Nc1ccc(C(F)(F)F)cc1)N[C@H]1C=C[C@@H](CC(=O)N2CCCCC2)O[C@@H]1CO | 7 | -5 | -2.6 | -4 | 18[16.7 µM] | 1 | -1

Screens: PubChem, Broad Institute
